# Compound activity: PubChem BioAssay, The Scripps Research Institute Molecular Screening Center
# GPR151 activ – activates the human receptor GPR151; Q8TDV0; PathHunter beta-arrestin GPR151 cells, luminescence; activation, % at 11.2 µM; 1% of 650,000 active; AID 1508602; in the data active = activation above about 4.9%;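 also: 0% = median of compound wells and 100% = cells with positive control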
# Target sequence (Q8TDV0 whole entry, looked up): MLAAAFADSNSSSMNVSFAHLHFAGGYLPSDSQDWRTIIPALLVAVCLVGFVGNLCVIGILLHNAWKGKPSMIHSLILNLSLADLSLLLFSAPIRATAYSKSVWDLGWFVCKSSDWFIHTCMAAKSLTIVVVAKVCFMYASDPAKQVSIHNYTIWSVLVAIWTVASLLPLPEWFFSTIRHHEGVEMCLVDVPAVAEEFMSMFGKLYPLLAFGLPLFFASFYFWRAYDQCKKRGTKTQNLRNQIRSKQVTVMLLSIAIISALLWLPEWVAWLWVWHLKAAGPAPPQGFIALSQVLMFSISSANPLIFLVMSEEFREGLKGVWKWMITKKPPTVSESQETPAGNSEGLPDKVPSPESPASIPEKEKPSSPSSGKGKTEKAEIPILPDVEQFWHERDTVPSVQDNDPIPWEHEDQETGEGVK
# TEAD-YAP inh – TEAD-YAP interaction inhibition. HEK-TIYL cells, TEAD-Gal4/YAP UAS-luciferase luminescence. inhibition, % at 9.12 µM. 1.4% of 640,000 active. AID 1259422; in the data active = inhibition above about 32%;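 also: 0% = median of test compound wells and 100% = reference inhibitor wells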
# FBW7 activator – activators of human E3 ligase FBW7. AlphaScreen FBW7–phospho-cyclin E peptide binding, activator screen. Q969H0. normalized activity (activation), % at 26.1 µM. 0.13% of 650,000 active. AID 1259310; in the data active = normalized activity above about 1.9%;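 also: purified mutant Fbw7 with reduced substrate affinity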
# MITF inh – human MITF inhibition, primary screen. O75030. AlphaScreen MITF homodimerization, bead proximity signal. inhibition, % at 2.6 µM. 0.91% of 650,000 active; in the data active = inhibition above about 50%;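 also: 0% = vehicle wells with protein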
# Target sequence (O75030 whole entry, looked up): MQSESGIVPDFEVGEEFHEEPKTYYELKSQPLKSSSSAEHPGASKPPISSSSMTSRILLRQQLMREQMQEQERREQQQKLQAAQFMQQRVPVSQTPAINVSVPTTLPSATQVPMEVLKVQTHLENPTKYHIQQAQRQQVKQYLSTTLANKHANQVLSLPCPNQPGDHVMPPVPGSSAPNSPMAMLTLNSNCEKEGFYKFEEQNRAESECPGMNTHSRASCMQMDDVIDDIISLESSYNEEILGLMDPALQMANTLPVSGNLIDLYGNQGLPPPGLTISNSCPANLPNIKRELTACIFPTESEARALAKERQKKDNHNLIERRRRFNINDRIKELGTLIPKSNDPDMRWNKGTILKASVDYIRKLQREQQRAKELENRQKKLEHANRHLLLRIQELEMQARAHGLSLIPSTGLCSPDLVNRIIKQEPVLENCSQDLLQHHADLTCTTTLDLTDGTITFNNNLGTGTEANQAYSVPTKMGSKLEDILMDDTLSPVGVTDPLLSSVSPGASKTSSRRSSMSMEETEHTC
# Numbers without * were called inactive; & = joins results of further samples.
no.	smiles	MITF inh	GPR151 activ	TEAD-YAP inh	FBW7 activator
1	CCCC(=O)Nc1ccc(NC(=O)c2ccccc2F)cn1	10	-0.6	-21	-0.1
2	COC(=O)c1ccc(C(=O)OC)c(NC(=O)c2cccc(OC)c2)c1	5	1.2	11	0.1
3	CCOC(=O)c1csc(NC(=O)/C=C/c2ccc([N+](=O)[O-])s2)n1	5	1.6	-12	-0.1
4	O=C(CCN1C(=O)C2CC2C1=O)c1ccccc1 (stereo not given)	0	-0.5	-21	0.0
5	CC1=C(C(=O)Nc2cccnc2)C(c2ccccc2)n2nc(-c3ccc(O)cc3)nc2N1 (stereo not given)	1	-1.6	6	0.0
6	Cc1ccc(-c2c3c(nc4sc(C(N)=O)c(N)c24)CCCCC3)cc1	7	1.0	15	0.0
7	OCCNc1nc2ccccc2n1Cc1cccc(F)c1	3	-1.6	3	0.0
8	N/S(=N/S(=O)(=O)c1ccccc1)c1ccc([N+](=O)[O-])cc1 (stereo not given)	1&1	0.9&-0.6	7&12	-0.2&-0.2
9	Cc1ccccc1C(=O)Nc1c2c(nn1-c1ccccc1C)CS(=O)(=O)C2	1	1.0	-1	0.4
10	O=C(c1cc2c(s1)CCC2)N1CCc2c(nc[nH]c2=O)C1	-1	0.3	-3	0.0
11	CCOc1ccc(N=C2SC(C(=O)Nc3ccc(C(=O)O)cc3)CC(=O)N2Cc2ccc3c(c2)OCO3)cc1 (stereo not given)	17	0.7	0	0.0
12	COc1ccc(-c2nc(C)c(CCNC(=O)c3cccs3)s2)cc1OC	3	0.8	-49	0.1
13	CCn1c(C(=O)O)c(CNCc2ccc(C)o2)c2ccc(OC)cc21	-3	-0.9	3	-0.1
14	COc1ccc(C(=O)c2oc3ccccc3c2NC(=O)COc2cccc(C)c2)cc1	4	2.2	1	0.8
15	CC1=C(C(=O)OC2CCCC2)C(c2cccc(I)c2)C2=C(CCCC2=O)N1 (stereo not given)	2	-0.7	-1	0.0
16	O=C(CSc1nnc(NC(=O)Cc2ccc(F)cc2)s1)Nc1nccs1	-3	1.0	4	-0.1
17	Cn1c(COc2ccccc2O)[n+](C)c2ccccc21	-3	1.5	1	0.1
18	COc1ccc(C(=O)CN2CCc3nc4ncccc4cc3C2)cc1	15	1.0	1	-0.1
19	O=S(=O)(Nc1nc2c(Cl)cccc2s1)c1ccccc1	18	0.5	8	0.2
20	O=C1CC(N2CCN(Cc3ccc(Cl)cc3)CC2)C(=O)N1c1ccccc1 (stereo not given)	13	1.3	4	0.0

# Results in sequence from the entries so far:
# Entries 3–12 in MITF inh: 5, 0, 1, 7, 3, 1&1, 1, -1, 17, 3
# Entries 3–12 in TEAD-YAP inh: -12, -21, 6, 15, 3, 7&12, -1, -3, 0, -49
# Entries 3–12 in GPR151 activ: 1.6, -0.5, -1.6, 1.0, -1.6, 0.9&-0.6, 1.0, 0.3, 0.7, 0.8

# Remaining list, next part
no.	smiles	MITF inh	GPR151 activ	TEAD-YAP inh	FBW7 activator
21	N#Cc1cc2c(nc1SCC(=O)c1ccc(Cl)cc1)CCC2	19	0.9	-12	1.0
22	CCn1c2ccccc2c2cc(CN3CCN(Cc4ccccc4F)CC3)ccc21	82*	-1.2	8	-0.2
23	COc1cc(OC)cc(-c2nc(-c3ccccn3)no2)c1	10	-2.0	-41	0.2
24	Cc1ccc(CS(=O)(=O)CCC(=O)NCCN2CCCCC2C)cc1 (stereo not given)	6	2.1	0	-0.1
25	COc1nn(C)cc1C(=O)N1CCC(C(=O)NCCC(C)C)CC1	6	-0.1	6	0.1
26	Cc1ccc(N(C)S(=O)(=O)c2c(C)noc2/C=C/N(C)C)cc1F	6	0.3	6	-0.2
27	O=C1N(Cc2ccc(C(F)(F)F)cc2)CCN1c1ccc2c(c1)OCO2	-4	1.0	2	0.1
28	O=C(Cc1ccccc1)NNC(=O)Nc1ccccc1	3	1.1	-12	-0.1
29	O=C(/C=C/c1ccccc1)NCc1ccc(Cl)cc1	52*	0.1	-2	0.2
30	CCCCC(CC)CNC(=O)c1ccc2c(=O)n(Cc3ccc4c(c3)OCO4)c(=S)[nH]c2c1 (stereo not given)	-12	-0.6	-1	0.7
31	CC(C)Cc1ccc(C(C)C(=O)Nc2ccc(Cl)cc2)cc1 (stereo not given)	2	0.6	13	0.2
32	CC1=NC2(CCNCC2)N=C1c1ccc(C(F)(F)F)cc1	-7	0.6	7	0.0
33	Cc1nc2nc(SCC(=O)NCCc3ccccc3)nn2c(C)c1Cc1cccc(Cl)c1	18	-1.4	3	0.3
34	Cc1ccc(N2NC(=O)/C(=C\c3ccc(Br)c([N+](=O)[O-])c3)C2=O)cc1	-24	0.0	5	0.0
35	COc1ccccc1CNC(=O)c1sc2ncn(CC(=O)Nc3cccc(C(F)(F)F)c3)c(=O)c2c1C	14	0.7	-5	-0.2
36	CC(C)OCCCNC(=O)C(=O)NCCc1ccc(Cl)cc1	-2	0.6	3	0.2
37	Cc1nc(NC2CCCCCC2)c2cc(C)sc2n1	-13	0.7	20	0.0
38	COCCN(CCOC)S(=O)(=O)c1ccc(C(=O)Nc2nc(-c3ccc(C)c(C)c3)cs2)cc1	27	-0.5	9	0.3
39	CN(CC(=O)OCC(=O)c1ccccc1)S(=O)(=O)c1ccc(Cl)cc1	-2	1.4	-8	-0.1
40	NC(=O)C(=O)Nc1ccc(Cl)c(Cl)c1	-7	-0.3	-16	0.0

# Numbers 4–8, reprinted for reference:
no.	smiles	MITF inh	GPR151 activ	TEAD-YAP inh	FBW7 activator
4	O=C(CCN1C(=O)C2CC2C1=O)c1ccccc1 (stereo not given)	0	-0.5	-21	0.0
5	CC1=C(C(=O)Nc2cccnc2)C(c2ccccc2)n2nc(-c3ccc(O)cc3)nc2N1 (stereo not given)	1	-1.6	6	0.0
6	Cc1ccc(-c2c3c(nc4sc(C(N)=O)c(N)c24)CCCCC3)cc1	7	1.0	15	0.0
7	OCCNc1nc2ccccc2n1Cc1cccc(F)c1	3	-1.6	3	0.0
8	N/S(=N/S(=O)(=O)c1ccccc1)c1ccc([N+](=O)[O-])cc1 (stereo not given)	1&1	0.9&-0.6	7&12	-0.2&-0.2

# Other structures follow.
no.	smiles	MITF inh	GPR151 activ	TEAD-YAP inh	FBW7 activator
41	O=C1COCC(=O)N1c1ccc(NC2CCN(Cc3ccccc3)CC2)c([N+](=O)[O-])c1	0	1.7	6	-0.3
42	COC(=O)Nc1nc(CC(=O)N2CCN(c3cccc(Cl)c3Cl)CC2)cs1	7	1.5	6	0.8
43	Cc1ccc(C(=O)Nc2ccccc2)cc1S(=O)(=O)Nc1cccc(C(=O)O)c1	7	3.9	4	0.0
44	COc1cccc(C(=O)NCc2nnc(SCC(=O)Nc3nccs3)n2-c2ccc(F)cc2)c1	-7	0.0	10	-0.1
45	Cc1onc(C(=O)N2CCCCC2)c1[N+](=O)[O-]	0	-0.7	19	0.0
46	COc1ccccc1C1C(C#N)=C(N)N(N(C)C)C2=C1C(=O)CCC2 (stereo not given)	12	2.4	10	0.5
47	O=C(CSc1nnc2scc(-c3ccc(Cl)cc3)n12)c1ccccc1	-8	-0.4	-15	-0.2
48	O=C(Cn1nc(-c2ccccc2F)ccc1=O)NC1CCCC1	5	-2.0	4	0.2
49	COc1ccc(C2=N/C(=C\c3ccc(C(C)(C)C)cc3)C(=O)O2)cc1[N+](=O)[O-]	12	2.2	-2	0.6
50	COc1cccc(CNC(=O)Cn2ncc3c(=O)oc4ccccc4c32)c1	-9	-0.3	-1	0.1
51	CCOCCn1c(=NC(=O)CN2C(=O)c3ccccc3C2=O)sc2cc(C)ccc21	7	1.5	-1	0.0
52	Cc1ccc(C2=NC(c3ccccc3[N+](=O)[O-])NC(c3cc(Br)ccc3O)C2)cc1 (stereo not given)	1	1.3	11	-0.1
53	CN(Cc1ccccc1)C(=O)CCC1CCN(C(=O)c2cnsn2)CC1	2	-2.8	9	0.1
54	Brc1ccc(-c2nc(-c3ccccc3)c(-c3ccc(-c4ccccc4)cc3)[nH]2)cc1	7	0.2	7	0.1
55	Cc1nn(-c2ccccc2)c(N2CCCCC2)c1/C=N/Nc1ccccn1	7	-1.0	61*	-0.1
56	Cc1cc(C)nc(/N=C(/NC(=O)c2ccccc2)Nc2cccc(C(F)(F)F)c2)n1	-1&15	-0.8&2.7	-4&-12	0.0&0.6
57	COC(=O)c1sccc1NC(=O)Cc1ccc(OC)c(OC)c1	0	-0.6	8	0.6
58	N#Cc1ccc[n+](CC(=O)c2ccc(Br)cc2)c1	13	-0.9	-1	0.1
59	CC(=O)c1nc2ccccc2n1CC(=O)NC1CCCCCC1	-4	0.3	-3	-0.3
60	CN(C)CCNC(=O)c1ccc(-c2cnn3c(NCc4ccc(F)cc4)ccnc23)cc1	-31	-0.1	0	-0.2
61	Nc1cc(=O)[nH]c(SCC(=O)Nc2cccc(S(=O)(=O)N3CCCCC3)c2)n1	-5	0.6	-5	-0.1
62	CC1=CSC2=NC(=O)/C(=C\c3cccn3-c3nnc(-c4ccccc4)s3)C(=N)N12	6	-1.6	-26	0.2
63	Cc1ccc(C(=O)COC(=O)CCC(=O)Nc2ccc(Cl)c(Cl)c2)cc1[N+](=O)[O-]	-1	-0.6	-1	0.3
64	COCCNc1ccc2ncc(-c3cc(C(C)C)ccc3OC)n2n1	-5	0.8	2	0.1
65	Cc1cc(C)c(NC(=O)CN2C(=O)NC3(CCCCC3C)C2=O)c(C)c1 (stereo not given)	2	-0.1	-7	0.1
66	COc1ccc(-c2ccc(NC(C)c3ccccc3)nc2)cn1 (stereo not given)	11	0.2	-105	-0.3
67	CCOC(=O)C1=C(C)N=c2s/c(=C/c3ccc(-c4ccccc4C#N)o3)c(=O)n2C1c1ccc(F)cc1 (stereo not given)	-9	-0.3	-4	0.1
68	COc1ccc(NC(=O)CC23CC4CC(CC(C4)C2)C3)cc1[N+](=O)[O-]	18	3.6	0	0.1
69	O=C(c1ccc(F)cc1)C1CCN(S(=O)(=O)c2ccccc2C(F)(F)F)CC1	-2	-1.6	-3	0.7
70	Cc1ccc(C)c(Oc2coc3cc(OCC(=O)OCC(C)C)ccc3c2=O)c1	4	0.1	7	0.1
71	Cc1c(C(=O)C(F)(F)F)c2ccccn2c1C#N	-1	1.4	7	0.1
72	COc1ccc(CN2CCc3nnc(C(C)NC(=O)C4CC4)n3CC2)c(OC)c1 (stereo not given)	18	-0.5	3	1.0
73	COc1ccc(OC)c2nc3c(cc12)CCC3	0	-0.7	3	0.1
74	Clc1cccc(Nc2nc(-c3cccnc3)cs2)c1Cl	-14	-0.8	-41	0.1
75	CCN(CC)S(=O)(=O)c1ccc(C(=O)N(CCO)CCO)cc1	16	-0.4	-5	-0.1
76	N#Cc1c(N)c(C#N)c(-c2ccc(O)cc2)c2c1CCCC2	-6	0.0	14	-0.5
77	CCOc1cc(C=C2C(=O)OC3(CCCC3)OC2=O)cc(I)c1O	2	1.1	4	-0.1
78	Nn1c(=O)c2ccccc2n2c(SCC(=O)N3CCc4ccccc43)nnc12	0	0.3	2	0.1
79	CC(=O)NNC(=O)CSc1ncnc2sc3c(c12)CCC3	15	1.8	7	0.1
80	CN(Cc1nc(-c2ccccn2)no1)Cc1cc2ccccc2s1	2	-0.8	5	0.0
81	COc1cccc(NC(=S)N(CCCN2CCCC2)Cc2ccco2)c1	-3	2.6	-20	-0.1
82	Cc1csc2ncc(C(=O)Nc3ccc(Br)cc3)c(=O)n12	-7	-0.7	-12	-0.2
83	CCCCCSc1nc2sc3c(c2c(=O)n1-c1ccccc1)CCCCC3	5	0.6	4	0.0
84	c1ccc2c(N3CCCCCC3)nc(CN3CCCCC3)nc2c1	2	0.5	4	0.0
85	CCOc1cccc(C2CC(c3cccc(Br)c3)=NC(c3ccc(C(=O)OC)cc3)N2)c1O (stereo not given)	-4	0.8	-18	-0.2
86	Cc1ccc2c(c1)CN(Cc1cnn(C)c1)CC(C)O2 (stereo not given)	21	0.1	3	0.0
87	O=C1COc2nc3cc4c(cc3cc2CN1Cc1ccccc1Cl)OCO4	-12	-0.1	14	0.0
88	C=CCn1cnc2scc(-c3ccc(OCC)cc3)c2c1=O	11	0.3	-51	0.4
89	CCCN1CCN(c2nc(C(=O)OCC)nc3sc4c(c23)CCCC4)CC1	2	1.5	-7	-0.1
90	CC(C)n1c(-c2ccc(C(N)=O)cc2)nc2c(NC3CC3)ncnc21	-2	1.6	5	-0.1
91	COc1ccc(OC)c(C(=O)COC(=O)c2ccc3ccccc3n2)c1	13	2.5	-2	-0.2
92	Cc1ccc(F)cc1CNC1CCc2c(sc3ncn(CCCO)c(=O)c23)C1 (stereo not given)	11	-1.2	1	0.0
93	COc1ccc(C(=O)NNC(=O)c2cccc([N+](=O)[O-])c2)cc1	-2	0.4	4	-0.2
94	CCN(CC)CCN1C(=O)C(O)=C(C(=O)/C=C/c2ccccc2)C1c1ccc(F)cc1 (stereo not given)	-16	1.3	2	-0.1
95	Cc1nn(C)c(C)c1-c1nc(NCCc2ccc(O)cc2)c2ncn(-c3ccccc3)c2n1	-8	1.1	1	-0.1
96	C=CCOc1ccc(/C=N/NC(=O)CC(=O)NCCOC)cc1OC	38	2.3	-4	0.9
97	COC(=O)c1nnn(-c2nonc2N)c1CN1CCN(c2ccccc2)CC1	7	-0.2	3	0.2
98	COc1cc(C)c(Cl)c(C)c1S(=O)(=O)NCc1cccnc1	6	4.7	-2	0.1
99	COc1cc(NC(=O)c2ccc(C#N)cc2F)c(OC)cc1Cl	2	-0.3	0	0.0
100	O=C1CCCN1CCC(=O)N1CCCC1c1nc2ccccc2[nH]1 (stereo not given)	-1	0.1	0	0.0
101	CCN(CCN(C)C)Cc1ccc(OC)c(OC)c1	40	-0.9	-10	0.1
102	O=C(N/N=C/c1c[nH]c2c(C(=O)O)cccc12)c1cccnc1	5	1.9	-5	0.0
